Screening results deposited in PubChem BioAssay by several laboratories.
Platelet DG rel: modulates dense granule release in human platelets; human platelet-rich plasma, SFLLRN dense granule ATP release, luminescence; inhibition, %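 (compounds screened at 7.5 µM in platelet-rich plasma)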; 0.22% of 300,000 active; AID 1663;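 active means mean replicate score, as percent of positive control, at or above 50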
RGS4 pot: potentiators or activators of RGS4; HEK293 M3R/inducible RGS4, carbachol calcium flux Fluo4; stronger effect = lower value; B-score at 10 µM; 0.92% of 310,000 active; AID 463111;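 active means B-score of the integrated calcium signal more than 4 SD below the library mean, with starting fluorescence not abnormally high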;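 further: negative B-score means reduced calcium response which marks RGS4 activation or potentiation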
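Detection: kinetic calcium fluorescence imaging with Fluo4-AM dye, 2 µM / Material: HEK293 cells with stable M3R and inducible RGS4 / Schedule: recording 10 s baseline at 1 Hz, 100 s post-agonist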
SKKanGAS inh: SKKanGAS growth inhibition. S. pyogenes SKKanGAS, kanamycin growth, BacTiter-Glo, 6 h. inhibition, % at 7.5 µM. 1.3% of 300,000 active;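 active means mean replicate score, as percent of positive control median, at least 50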;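 further: strain carries kanamycin resistance gene driven by streptokinase promoter and grows in 40 µg/ml kanamycin; loss of luminescence reflects streptokinase promoter inhibition or plain growth inhibition; 0% = median of DMSO wells and 100% = positive control at its reference dose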
RGS4 inh: inhibitors of human RGS4. 0.45% of 310,000 active. B-score at 10 µM. HEK293 M3R/RGS4 inducible, Fluo-4 calcium flux; stronger effect = higher value; triggered by carbachol at its EC20. P49798;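 active means B-score, a plate-corrected calcium signal, over three deviations above library mean, with baseline fluorescence within five deviations of library mean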;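 further: RGS4 expression induced by doxycycline in cells with stable M3 receptor; B-score is computed from the integrated fluorescence ratio over baseline after carbachol; higher B-score means a larger calcium signal and so more RGS4 inhibition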
Target sequence (P49798 whole entry, looked up): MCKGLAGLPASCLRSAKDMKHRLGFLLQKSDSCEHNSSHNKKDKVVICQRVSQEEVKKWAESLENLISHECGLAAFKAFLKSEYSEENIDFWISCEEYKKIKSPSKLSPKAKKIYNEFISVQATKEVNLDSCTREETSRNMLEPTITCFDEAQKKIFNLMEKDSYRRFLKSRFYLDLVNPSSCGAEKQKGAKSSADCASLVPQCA
MrgX1 PAM: human MrgX1 positive allosteric modulation, primary screen | MrgX1-HEK293, Fluo-4 calcium flux, FDSS; stronger effect = higher value | 0.63% of 310,000 active | AID 588675 | B-score at 10 µM | Q96LB2;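 active means plate-corrected calcium response at least 3 library SD above typical, normal starting fluorescence, not activating the receptor alone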;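 further: compound read alongside a low EC10 to EC30 dose of BAM8-22 agonist; peak minus trough fluorescence over baseline measured at the second addition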
TRPC4 inh: TRPC4 (mouse) channel inhibition; B-score at 10 µM; Q9QUQ5; HEK293 TRPC4beta/mu-opioid, DAMGO-evoked Fluo4 calcium flux; stronger effect = lower value; 0.39% of 300,000 active; AID 2247;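 active means B-score over 3 SD under the library average, no early fluorescence shift, positive overall ratio signal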
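Material: HEK293 cells with stable TRPC4beta plus mu-opioid receptor expression / Probe or stimulus: DAMGO in two steps, submaximal then maximal / Compound: single concentration per test compound / Technique: kinetic Fluo4 fluorescence imaging of calcium influx / Read-out: per-well B score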
MrgX1 ag: agonists of human MrgX1 receptor; Q96LB2; MrgX1-HEK293 cells, Fluo-4 calcium fluorescence, agonist mode; stronger effect = higher value; B-score at 10 µM; 0.44% of 310,000 active;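 active means calcium response B-score plate-corrected fluorescence ratio at least 3 library SD, with starting fluorescence B-score inside 5 SD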
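Assay system: MrgX1-expressing HEK293 cells / Amount: fifteen thousand cells per well / Doses: test compound in the initial addition of three / Timing: cells plated overnight, dye loaded 0.5 h 37 °C, 0.5 h room temperature / Technique: kinetic calcium dye fluorescence, Fluo-4 NW / Control set: positive and negative controls per plate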
HIF activator: HIF pathway transcriptional activation. U2OS HRE-luciferase reporter, luminescence; normalized: DMSO 0%, desferrioxamine 100%. activation, % at 7.5 µM (by protocol). 0.32% of 300,000 active. AID 1910;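 active means mean activation of at least 10% of the iron chelator positive control signal, with at least half of replicates also reaching 10%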
TRPC6 inhibitor: inhibitors of mouse TRPC6 channel; B-score at 10 µM; Q61143; HEK293-TRPC6, membrane potential dye, ACh-evoked depolarization; stronger effect = lower value; AID 2553; 1.1% of 310,000 active;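 active means B-score under library mean minus 3 SD, initial fluorescence not abnormally high, positive integrated signal ratio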;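 further: B-score derived from integrated fluorescence ratio over the kinetic read; more negative B-score means stronger inhibition of depolarization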
Target sequence (Q61143 whole entry, looked up): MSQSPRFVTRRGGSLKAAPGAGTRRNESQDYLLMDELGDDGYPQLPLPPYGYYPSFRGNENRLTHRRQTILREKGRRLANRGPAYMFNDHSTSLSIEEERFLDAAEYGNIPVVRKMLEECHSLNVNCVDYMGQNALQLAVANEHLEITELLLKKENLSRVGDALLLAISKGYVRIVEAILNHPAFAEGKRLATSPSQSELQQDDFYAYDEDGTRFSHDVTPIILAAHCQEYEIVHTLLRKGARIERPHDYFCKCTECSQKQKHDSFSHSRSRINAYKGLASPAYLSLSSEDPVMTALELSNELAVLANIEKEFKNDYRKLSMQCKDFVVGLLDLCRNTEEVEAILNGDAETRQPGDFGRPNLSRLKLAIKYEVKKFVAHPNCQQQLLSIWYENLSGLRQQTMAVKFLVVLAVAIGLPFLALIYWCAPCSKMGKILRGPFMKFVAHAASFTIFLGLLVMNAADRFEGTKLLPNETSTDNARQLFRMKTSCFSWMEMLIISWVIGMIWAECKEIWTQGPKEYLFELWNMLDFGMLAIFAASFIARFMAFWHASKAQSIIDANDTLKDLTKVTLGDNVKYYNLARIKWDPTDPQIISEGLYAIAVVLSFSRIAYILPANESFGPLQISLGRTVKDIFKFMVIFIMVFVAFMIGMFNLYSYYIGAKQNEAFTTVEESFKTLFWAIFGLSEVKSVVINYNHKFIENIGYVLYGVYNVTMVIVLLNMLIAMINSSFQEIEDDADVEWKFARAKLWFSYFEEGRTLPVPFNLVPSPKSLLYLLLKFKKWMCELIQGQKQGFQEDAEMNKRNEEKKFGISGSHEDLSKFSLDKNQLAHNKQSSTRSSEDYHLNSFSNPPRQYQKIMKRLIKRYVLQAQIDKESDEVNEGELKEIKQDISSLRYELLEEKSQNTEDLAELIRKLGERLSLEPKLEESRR
MrgX1 antagonist: human MrgX1 receptor antagonism, primary screen. 1.3% of 310,000 active. MRGX1-HEK293 calcium flux, Fluo-4, BAM8-22 antagonism; stronger effect = lower value. B-score at 10 µM;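 active means calcium-response B-score plate-corrected more than 3 library SD below zero, starting fluorescence within 5 deviations, no agonist response on first addition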;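 further: peak minus trough fluorescence over baseline after final BAM8-22 challenge near maximal dose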
TRPC6 activator: activators of mouse TRPC6 channel; HEK293-TRPC6 membrane potential dye fluorescence; stronger effect = higher value; B-score at 10 µM; 0.13% of 310,000 active;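 active means B-score of the integrated fluorescence ratio above library mean plus 3 SD, and starting fluorescence ratio within library mean plus 5 SD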;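 further: higher score means more depolarization so channel activation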
Active calls of the source: *; i = inactive; / = not tested or not shown. Random draw from the library; overall some 6.1% were active at least once.

Below each compound – Platelet DG rel | RGS4 pot | SKKanGAS inh | RGS4 inh | MrgX1 PAM | TRPC4 inh | MrgX1 ag | HIF activator | TRPC6 inhibitor | MrgX1 antagonist | TRPC6 activator
CCCOc1ccc(/C=c2\sc3nc(-c4ccco4)nn3c2=O)cc1OCC
  / | i | -0.5 | i | i | i | i | / | i | i | i
CCc1ccc(S(=O)(=O)Nc2cccc(-c3ccc4nnc(C)n4n3)c2)s1
  -0.6 | i | 19.8 | i | i | i | i | 0.1 | i | i | i
COc1ccc(C(CC(=O)Nc2ncccc2C)N2Cc3ccccc3C2=O)cc1 (centres undefined)
  -4.8 | i | -2.1 | i | i | i | i | 0.1 | i | i | i
O=S(=O)(NCC1CCCO1)c1ccc(S(=O)(=O)N(Cc2ccccc2F)C2CCCCC2)cc1 (centres undefined)
  7.3 | i | 3.5 | i | i | i | i | -0.4 | i | i | i
CCOC(=O)c1[nH]c(=O)[nH]c1COC(=O)c1cc2ccccc2o1
  -17.3 | i | 5.8 | i | i | i | i | 0.8 | i | i | i
O=C(CN1C(=O)COc2ccc(S(=O)(=O)N3CCCC3)cc21)N1CCCC1
  -2.0 | i | 1.1 | i | i | i | i | -0.4 | i | i | i
COc1ccccc1CNS(=O)(=O)c1cc2c3c(c1)CCC(=O)N3CCC2
  3.5 | i | -8.6 | i | i | i | i | -0.4 | i | i | i
CCN(CC)C(=O)c1sc(NC(=O)Cc2ccc(OC)cc2)c(C#N)c1C
  1.7 | i | 13.2 | i | i | i | i | 0.0 | i | i | i
Cn1c(SCCC(=O)O)nnc1-c1ccncc1
  -3.8 | i | 3.4 | i | i | i | i | -0.1 | i | i | i
O=C(CSc1nnc(-c2cccnc2)n1Cc1ccco1)c1ccc(Cl)cc1
  0.6 | i | 2.7 | i | i | i | i | -0.2 | i | i | i
COc1ccc(S(N)(=O)=O)cc1C(=O)N1CCCC1
  -0.6 | i | 2.8 | i | i | i | i | 0.7 | i | i | i
CC1=NOC(=O)/C1=C\c1ccc2c(c1)OCO2
  -3.9 | i | 3.5 | i | i | i | i | -0.2 | i | i | i
COc1ccc(-c2noc(-c3ccccc3C(=O)NCc3ccco3)n2)cc1
  7.1 | i | -2.1 | i | i | i | i | 2.7 | i | i | i
FC(F)Sc1ccc(NC2=NCCCCC2)cc1
  7.5 | i | 1.6 | i | i | i | i | -1.1 | i | i | i
COc1ccc(C(Sc2ccccc2)c2ccccc2)cc1OC (centres undefined)
  -0.8 | i | 5.1 | i | i | i | i | 0.4 | i | i | i
Cc1cc(C)nc(NS(=O)(=O)c2ccc(NC(=O)c3ccco3)cc2)n1
  -6.6 | i | 0.1 | i | i | i | i | 0.0 | i | i | i
CC(=O)Nc1cccc(NC(=O)c2ccc3c(c2)CCN3S(=O)(=O)c2ccccc2)c1
  -2.6 | i | 2.2 | i | i | i | i | -0.9 | i | i | i
Cc1ccc(NS(=O)(=O)c2cccc(C(=O)N(C)Cc3cccs3)c2)cc1
  -15.9 | i | -1.6 | i | i | i | i | 0.2 | i | i | i
CCN1C(=O)C(O)(CC(=O)c2cccc(-n3cccc3)c2)c2ccccc21 (centres undefined)
  -12.8 | i | -8.0 | i | i | i | i | 0.2 | i | i | i
Cc1noc(NS(=O)(=O)c2ccc(NC(=O)CCn3c(=O)oc4ccccc43)cc2)c1C
  8.8 | i | -1.9 | i | i | i | i | -0.2 | i | i | i
Cc1ccnc(NC(=O)c2cccc(NC(=O)COc3ccccc3)c2)c1
  -1.1 | i | -24.8 | i | i | i | i | -0.2 | i | i | i
Cc1cccc(C(=O)NC2CCN(CC(=O)N3CCOCC3)CC2)c1
  1.1 | i | -4.3 | i | i | i | i | -0.2 | i | i | i
O=C(Nc1cccn2ncnc12)c1ccc(Cl)cc1
  5.5 | i | 8.6 | i | i | i | i | 1.4 | i | i | i
COc1cccc(N2CCN(c3c4c(nc5ncnn35)CCC4)CC2)c1
  -1.1 | i | -3.8 | i | i | i | i | 0.0 | i | i | i
COc1cc(C)c(Br)cc1S(=O)(=O)NCCCN1CCOCC1
  -1.9 | i | 4.9 | i | i | i | i | -0.2 | i | i | i
Cc1ccc2[nH]c(=O)c(CN(c3cccc(C)c3C)S(=O)(=O)c3ccccc3)cc2c1
  -8.7 | i | 13.3 | i | i | i | i | 1.2 | i | i | i
COc1ccc(CN2CCNC(=O)C2CC(=O)N(C)Cc2nccs2)c(OC)c1 (centres undefined)
  -1.4 | i | -0.9 | i | i | i | i | -0.1 | i | i | i
O=C(NC1CCCC1)C(c1cccs1)N(CC1CCCO1)C(=O)Cc1cccs1 (centres undefined)
  7.7 | i | -0.5 | i | i | i | i | 0.1 | i | i | i
CCOC(=O)C1CCCN(C(=O)Cn2c(=O)c3cccn3c3cccnc32)C1 (centres undefined)
  0.4 | i | -7.9 | i | i | i | i | 0.2 | i | i | i
O=C(O)c1ccc(C2SCC(=O)N2Cc2ccco2)cc1 (centres undefined)
  -6.7 | i | -2.1 | i | i | i | i | 0.0 | i | i | i
CCOc1ccc(NC(=O)CN(C)C(=O)c2ccc3c(c2)C(=O)N(CCC(C)C)C3=O)cc1OCC
  0.7 | i | 5.5 | i | i | i | i | -1.7 | i | i | i
O=C(CCc1nnc(COc2ccccc2)o1)NCc1ccc(Cl)s1
  -3.4 | i | -15.9 | i | i | i | i | -0.1 | i | i | i
Cc1c(C(c2ccc(F)cc2)c2c(C)n(C)n(-c3ccccc3)c2=O)c(=O)n(-c2ccccc2)n1C
  4.0 | i | 0.0 | i | i | i | i | -1.1 | i | i | i
COC(=O)CNC(c1ccccc1Cl)c1cc(Br)ccc1NC(=O)CCN1CCOCC1 (centres undefined)
  12.4 | i | -3.8 | i | i | i | i | 0.3 | i | i | i
Cc1cc(C)cc(NC(=O)CCCn2nc(C)c3c(C)n(-c4ccccc4)nc3c2=O)c1
  -0.8 | i | 4.9 | i | i | i | i | 0.1 | i | i | i
CC1(C)NC(=O)N(CC(O)Cn2c3ccccc3c3ccccc32)C1=O (centres undefined)
  -4.1 | i | -14.4 | i | i | i | i | -0.1 | i | i | i
COC(=O)c1sc(-c2ccccc2)cc1NC(=O)C1CC1
  -5.0 | i | 15.7 | i | i | i | i | -0.5 | i | i | i
CC(=O)c1ccc(NC(=S)N2CCCC2)cc1
  -6.3 | i | 1.4 | i | i | i | i | 0.9 | i | i | i
Cc1ccc(/C(O)=C/c2nc3ccccc3oc2=O)cc1
  -2.1 | i | 3.9 | i | i | i | i | 0.4 | i | i | i
COc1ccc(S(=O)(=O)Nc2cccc(-n3cnnn3)c2)cc1OC
  -11.4 | i | 2.4 | i | i | i | i | 0.1 | i | i | i
CC1CCCN1CC#CC(O)(c1ccccc1)c1ccccc1 (centres undefined)
  15.4 | -7.93* | -1.6 | i | i | -7* | i | -0.3 | -8.69* | i | i
Cc1cccc(NS(=O)(=O)c2ccc(C)c(C(=O)NCc3ccncc3)c2)c1
  2.5 | i | 13.8 | i | i | i | i | -0.2 | i | i | i
CCOCC(=O)Nc1cc(C(=O)Nc2cccc(C)c2C)ccc1Cl
  -9.7 | i | 4.2 | i | i | i | i | -3.0 | i | i | i
CCOc1ccc2oc(C(=O)OCC(=O)NC(=O)NC)c(C)c2c1
  8.6 | i | 0.8 | i | i | i | i | -0.1 | i | i | i
O=C(O)c1ccc(SCc2cnc(Cl)s2)cc1
  0.4 | i | -0.1 | i | i | i | i | -0.1 | i | i | i
O=C(CN(C(=O)CCC(=O)Nc1nccs1)c1ccc(F)cc1)NCc1ccc(F)cc1
  -0.7 | i | 3.1 | i | i | i | i | 0.1 | i | i | i
Cc1ccccc1NC(=S)NC1(C)CCS(=O)(=O)C1 (centres undefined)
  -6.3 | i | -3.8 | i | i | i | i | 0.1 | i | i | i
CSCCC(NS(=O)(=O)c1cc(C(=O)O)ccc1Cl)C(=O)O (centres undefined)
  -3.2 | i | -11.9 | i | i | i | i | 0.0 | i | i | i
COc1ccc2nc(NC(=O)C3CCCN3S(=O)(=O)c3ccc(C)cc3)sc2c1 (centres undefined)
  / | i | 19.9 | i | i | i | i | / | i | i | i
COc1cccc(OCC(=O)NC2CCCCC2)c1
  0.0 | i | -4.9 | i | i | i | i | / | i | i | i

Later entries
Below each compound – Platelet DG rel | RGS4 pot | SKKanGAS inh | RGS4 inh | MrgX1 PAM | TRPC4 inh | MrgX1 ag | HIF activator | TRPC6 inhibitor | MrgX1 antagonist | TRPC6 activator
CC(C)(C)OC(=O)N1CCCN(C(=O)Nc2ccc(C(F)(F)F)cc2)CC1
  17.5 | i | 1.6 | i | i | i | i | -0.1 | i | i | i
COC(=O)CCC(=O)OC1(C)C(=O)C=C2C=C(C3CC3)N(C3CC3)C=C2C1=O (centres undefined)
  8.8 | i | 6.8 | i | i | i | i | -2.3 | i | i | i
CCn1cc(C(=O)O)c(=O)c2cc(F)c(N3CCN(C(=O)Nc4ccccc4)CC3)cc21
  -1.9 | i | 35.2 | i | i | i | i | 0.4 | i | i | i
COc1ccccc1C(=O)NNC(=O)C(=O)N1CCCCC1
  -6.8 | i | -3.4 | i | i | i | i | 0.2 | i | i | i
CCCCc1nnc(NC(=O)C=C(C)C)s1
  1.3 | i | -7.0 | i | i | i | i | 1.0 | i | i | i
O=C(NCCc1ccc(Cl)cc1)C1CCN(S(=O)(=O)N2CCCC2)CC1
  -5.5 | i | -2.5 | i | i | i | i | 0.0 | i | -5.74* | i
Cc1cc(O)c(/C=N/OCc2ccc(Cl)cc2Cl)c(=O)o1
  -0.1 | i | -6.6 | i | i | i | i | 0.3 | i | i | i
COc1cccc(NC(=O)c2nn(C34CC5CC(CC(C5)C3)C4)cc2[N+](=O)[O-])c1
  1.2 | i | 17.9 | i | i | i | i | 0.6 | i | i | i
COCCCNC(=O)c1cccn2c(=O)c3cc4ccccc4cc3nc12
  -0.6 | i | 43.2 | i | i | i | i | / | i | -8.48* | i
COc1ccc(C2=Nn3c([n+](C)c4ccccc43)SC2)cc1
  -0.7 | i | -6.5 | i | i | i | i | 1.3 | -7.09* | i | i
CC(=Nc1cc(C(=O)c2ccccc2)ccc1N)C1=C(O)CC(C)(C)CC1=O
  7.7 | i | -0.4 | i | i | i | i | 3.2 | i | i | i
CCOC(=O)c1c(NC(=O)Cn2cnc([N+](=O)[O-])n2)sc(C)c1C
  -0.9 | i | -12.4 | i | i | i | i | -0.5 | i | i | i
O=[N+]([O-])c1ccc2nc(C3CCCCC3)[nH]c2c1
  -4.0 | i | 0.9 | i | i | i | i | 0.5 | i | i | i
